Compound activity deposited in PubChem by several laboratories.
M1 antag: antagonists of human M1 muscarinic receptor; P11229; 360,000 compounds, 1.3% hits; CHO-K1 hM1, Fluo-8 calcium fluorescence, ACh EC80 antagonist; inhibition, % at 3 µM; AID 588852;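 active = percent inhibition above its own plate's cutoff, namely the mean of that plate's compound wells plus 3 SD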;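 note: peak over basal fluorescence ratio during 140 s after agonist addition; 0% = ACh EC80 plus DMSO and 100% = DMSO alone without agonist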
Target sequence (P11229 whole entry, looked up): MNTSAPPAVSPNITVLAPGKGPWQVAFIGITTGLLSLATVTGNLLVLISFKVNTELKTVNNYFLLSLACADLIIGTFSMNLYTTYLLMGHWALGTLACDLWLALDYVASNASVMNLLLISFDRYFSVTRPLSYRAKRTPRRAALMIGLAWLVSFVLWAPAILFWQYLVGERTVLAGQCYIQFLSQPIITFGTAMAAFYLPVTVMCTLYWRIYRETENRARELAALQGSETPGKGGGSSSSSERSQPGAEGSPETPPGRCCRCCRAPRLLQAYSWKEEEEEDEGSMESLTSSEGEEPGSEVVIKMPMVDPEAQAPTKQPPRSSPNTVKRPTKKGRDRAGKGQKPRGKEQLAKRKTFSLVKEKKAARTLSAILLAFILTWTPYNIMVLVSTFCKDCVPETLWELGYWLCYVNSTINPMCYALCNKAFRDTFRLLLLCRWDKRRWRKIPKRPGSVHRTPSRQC
CHRM4 PAM: potentiates acetylcholine response at human M4 receptor. 360,000 compounds, 0.4% hits. P08173. activation, % at 3 µM. CHO-K1 hM4/Gqi5, Fluo-8 calcium fluorescence, ACh EC20; 0% = ACh EC20, 100% = maximal ACh;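 active = activation above its plate's cutoff, the mean activation of sample wells plus 3 SD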; note: some results filed as inactive read as strong as hits
M4 ag: agonists of human muscarinic M4 receptor (CHRM4); CHO-K1 hM4/Gqi5, Fluo-8 calcium fluorescence; vehicle 0%, full acetylcholine response 100%; 360,000 compounds, 0.14% hits; activation, % at 3 µM; P08173; AID 624127;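 active = activation above the run mean over all test wells plus 3 SD, cut at about 32% in these data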;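 note: peak over basal fluorescence ratio per well then scaled between controls; 0% = DMSO wells and 100% = acetylcholine at EC100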
CHRM4 antagonist: CHRM4 antagonism in calcium assay; P08173; CHO-hM4 cells, ACh EC80, Fluo-8 calcium fluorescence; inhibition, % at 3 µM; 360,000 compounds, 0.73% hits;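 active = inhibition above its plate's cutoff, the mean inhibition of sample wells plus 3 SD, cut at about 27% in these data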;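 note: 0% = acetylcholine EC80 with DMSO and 100% = DMSO without agonist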
CRFR2-BP ag: CRF-BP/CRF-R2 complex agonism; activation, % at 13.2 µM; HEK293 CRF-R2/CRF-BP, calcium dye fluorescence (FLIPR); percent of saturating CRF peptide response; 350,000 compounds, 0.46% hits; AID 588473;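 active = activation of at least 50%, plus an integration ratio under a set limit after plate pattern correction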;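 note: plate controls were neutral control wells without compound for no effect and CRF at EC100 for full effect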
M5 antag: CHRM5 antagonism in calcium assay. inhibition, % at 3 µM. AID 624040. 360,000 compounds, 0.59% hits. CHO-hM5 cells, Fluo-8 calcium fluorescence, ACh EC80;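 active = inhibition above a per-plate cutoff, the mean of that plate's test compounds plus 3 SD, cut at about 27% in these data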;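 note: 0% = acetylcholine EC80 with DMSO and 100% = DMSO without agonist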
Target sequence (P08912 whole entry, looked up): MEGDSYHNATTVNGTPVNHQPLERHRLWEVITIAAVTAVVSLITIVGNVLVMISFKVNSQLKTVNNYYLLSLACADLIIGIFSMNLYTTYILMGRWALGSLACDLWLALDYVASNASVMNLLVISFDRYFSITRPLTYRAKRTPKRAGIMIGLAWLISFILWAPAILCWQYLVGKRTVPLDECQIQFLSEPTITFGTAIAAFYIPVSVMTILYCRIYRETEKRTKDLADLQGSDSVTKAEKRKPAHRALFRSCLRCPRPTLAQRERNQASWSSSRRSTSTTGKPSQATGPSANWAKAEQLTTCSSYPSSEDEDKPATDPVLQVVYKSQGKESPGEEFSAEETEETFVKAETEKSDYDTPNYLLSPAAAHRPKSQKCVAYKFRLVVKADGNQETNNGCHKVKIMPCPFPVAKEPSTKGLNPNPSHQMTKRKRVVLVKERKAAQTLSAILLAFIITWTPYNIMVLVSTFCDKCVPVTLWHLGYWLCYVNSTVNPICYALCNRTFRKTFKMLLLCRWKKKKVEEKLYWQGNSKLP
M1 PAM: human CHRM1 positive allosteric modulation. P11229. CHO-K1 hM1, Fluo-8 calcium fluorescence, ACh EC20; 0% = ACh EC20, 100% = maximal ACh. activation, % at 3 µM. 360,000 compounds, 0.088% hits; in the data active = activation above about 19%, passing the limit was not always enough
CHRM5 PAM: positive allosteric modulators of human muscarinic M5 receptor; CHO-K1 hM5, Fluo-8 calcium, ACh EC20 PAM; 0% = ACh EC20, 100% = ACh EC100; activation, % at 3 µM; 360,000 compounds, 0.3% hits; AID 624038;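 active = activation above the run cutoff, the mean activation of all test compounds plus 3 SD, cut at about 18% in these data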
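System: CHO-K1 cell line with stable human muscarinic M5 receptor expression | Also added: EC20 acetylcholine as agonist stimulus | Compound: One concentration, 3 µM final (nominal) | Timing: Fluo-8 loading 80 min at 37 °C plus 30 min room temperature | Measured by: Fluo-8 calcium dye fluorescence, kinetic read | Read-out basis: % activation, ACh-normalized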
M5 ag: agonists of human muscarinic M5 receptor (CHRM5); P08912; CHO-K1 hM5 cells, Fluo-8 calcium fluorescence; 0% DMSO wells, 100% maximal acetylcholine response; activation, % at 3 µM; 360,000 compounds, 0.19% hits; AID 624037;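 active = activation above the run's mean over test compounds plus 3 SD, cut at about 23% in these data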;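 note: signal is peak over basal fluorescence ratio across the kinetic read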
The depositor's hits bear a star; · = no result given.

nr | SMILES | M1 antag | CHRM4 PAM | M4 ag | CHRM4 antagonist | CRFR2-BP ag | M5 antag | M1 PAM | CHRM5 PAM | M5 ag
1 | COc1cccc2c1O/C(=N\O)C(C(=O)Nc1cccc(C)c1C)C2 (centres undefined) | -10 | 5 | 2 | -7 | 2.6 | 1 | 7 | -2 | -3
2 | CCOC(=O)C1=NNC(C(=O)OCC)C1C(=O)OCC (centres undefined) | -3 | 1 | 1 | -3 | 2.1 | -2 | 0 | -2 | 4
3 | Cn1c(=O)[nH]c(=O)c2c1nc1n2CCS1 | -5 | -3 | 1 | -5 | -1.6 | 0 | 4 | 5 | 3
4 | CC(C)COC(=O)N1CCCCC1c1cc(C(=O)Nc2ccccc2)no1 (centres undefined) | -18 | -4 | 6 | -1 | · | -2 | 5 | 1 | -1
5 | COc1cccc(OCc2nnc(SCc3cc(=O)[nH]c4ccccc34)o2)c1 | 2 | -7 | 10 | -1 | -2.1 | 13 | 3 | -9 | 2
6 | O=C(c1cc2c(cc1Br)OCCCO2)N1CCCCC1 | -14 | 6 | 1 | -11 | -3.6 | -4 | 7 | -1 | 1
7 | Cc1cccc(C)c1-n1nnnc1C1c2ccccc2C(=O)N1CCc1ccccc1F (centres undefined) | · | 16 | 0 | -7 | · | -2 | · | 1 | -1
8 | COc1ccc(C(=O)NCc2ccc3[nH]c(C)cc3c2)cc1OC | -6 | -11 | 2 | 2 | -1.0 | 12 | 5 | 13 | -2
9 | COC(=O)CSC1=C(C#N)C(c2ccc(C)cc2)C2=C(CCCC2=O)N1 (centres undefined) | 8 | -8 | -1 | 1 | -0.1 | 1 | -2 | -8 | -2
10 | Cc1cc(C)c2c(CC(=O)O)c(C)[nH]c2c1 | -1 | 2 | 1 | 2 | 2.3 | -10 | 11 | 0 | -1
11 | CCCCCOc1ccc(OC(=O)c2ccncc2)cc1 | -6 | -4 | 2 | 2 | 1.3 | 0 | 7 | 3 | 0
12 | CCOc1ccccc1NC(=O)CN1CCC(NC(=O)c2ccccc2C)CC1 | -19 | -15 | 3 | 9 | -0.7 | 13 | 2 | -9 | -1
13 | O=C(NC(NC(=O)c1ccccc1)c1cccc([N+](=O)[O-])c1)c1ccccc1 | 8 | 1 | 2 | -10 | -3.2 | -7 | -2 | -2 | -1
14 | NCC(O)(c1ccc(Cl)cc1)c1ccc(Cl)cc1 | 9 | -11 | 15 | 13 | -0.3 | 6 | -9 | -10 | 6
15 | O=C(Nn1cnc2ccccc2c1=O)c1ccccc1Cl | -25 | 4 | 1 | -5 | -0.5 | -4 | 4 | -3 | 1
16 | Brc1ccc(CSc2nnc(-c3ccccn3)n2Cc2ccco2)cc1 | 14 | -14 | 1 | -1 | -0.5 | 3 | -5 | -16 | -6
17 | CCN(CC)C(=O)[C@H]1C[C@H](CC(=O)NCCCOC)C(=O)N2CCc3c([nH]c4cc(-c5ccco5)ccc34)[C@]12C | -9 | 2 | 1 | -14 | -1.8 | -9 | 6 | -3 | -2
18 | Cc1ccccc1OCCCN1CCCC1 | 11 | 14 | 1 | -8 | -2.7 | 6 | -9 | -3 | -7
19 | CC(C)NCC(O)c1ccc2ccccc2c1 (centres undefined) | -31 | 2 | 1 | -3 | 0.7 | -4 | 6 | 4 | 0
20 | COC(=O)C1=NN(c2ccccc2)C2C(=O)N(c3ccccc3OC)C(=O)C12 (centres undefined) | 1 | 4 | 3 | -1 | 1.5 | -3 | 1 | -3 | 1
21 | O=C(NCc1cccs1)c1ccc([N+](=O)[O-])cc1 | -9 | -4 | 1 | -6 | -2.8 | 12 | 0 | -7 | -6
22 | Cc1ccc(C(=O)N/C(=C\c2ccc(-c3ccc(Cl)cc3)o2)C(=O)NCCCN(C)C)cc1 | -9 | 5 | 0 | 1 | -2.4 | -16 | 17 | 17 | -6
23 | Cc1ccc(NC(=O)C2CC(=O)N(CCc3ccccc3)C2)cc1Cl (centres undefined) | 6 | -3 | 3 | 6 | 0.4 | 10 | -3 | -3 | -1
24 | CCOC(=O)/C(N=Nc1c(C)n(C)n(-c2ccccc2)c1=O)=C(/O)c1ccccc1 | -6 | 6 | 1 | 2 | 0.5 | -1 | 15 | -5 | -3
25 | C=CCn1c(P(=O)(O)c2ccccc2)nc2ccccc21 | -9 | 3 | 0 | -4 | -0.8 | 11 | 9 | -7 | -5
26 | COc1ccc(-c2sc(Nc3ccc(F)c(F)c3F)nc2CCC(=O)NN)cc1 | -1 | -4 | 2 | -2 | 0.0 | 5 | 2 | 0 | -1
27 | N#Cc1cnc(SCC(=O)N2CCCC2)nc1N | -12 | 3 | 1 | 6 | 0.2 | -1 | 13 | 2 | -2
28 | O=C(CCCOc1ccc(Cl)cc1)NC1CCCCC1 | -4 | 2 | 0 | -5 | -1.8 | -1 | -1 | -3 | 0
29 | O=C1CSC(c2cccc([N+](=O)[O-])c2)N1c1ccccc1 (centres undefined) | -1 | 1 | 0 | 0 | -0.5 | -3 | 7 | 2 | -10
30 | COc1ccccc1OCC(=O)N1CCCC(Nc2ccc(C)c(C)c2)C1 (centres undefined) | 9 | -6 | 2 | 2 | -6.0 | 9 | -2 | -1 | -1

Part of the list above, screen by screen:
22	Cc1ccc(C(=O)N/C(=C\c2ccc(-c3ccc(Cl)cc3)o2)C(=O)NCCCN(C)C)cc1
23	Cc1ccc(NC(=O)C2CC(=O)N(CCc3ccccc3)C2)cc1Cl (centres undefined)
24	CCOC(=O)/C(N=Nc1c(C)n(C)n(-c2ccccc2)c1=O)=C(/O)c1ccccc1
25	C=CCn1c(P(=O)(O)c2ccccc2)nc2ccccc21
26	COc1ccc(-c2sc(Nc3ccc(F)c(F)c3F)nc2CCC(=O)NN)cc1
27	N#Cc1cnc(SCC(=O)N2CCCC2)nc1N
28	O=C(CCCOc1ccc(Cl)cc1)NC1CCCCC1
29	O=C1CSC(c2cccc([N+](=O)[O-])c2)N1c1ccccc1 (centres undefined)
30	COc1ccccc1OCC(=O)N1CCCC(Nc2ccc(C)c(C)c2)C1 (centres undefined)

Assay by compound	22	23	24	25	26	27	28	29	30
M1 antag	-9	6	-6	-9	-1	-12	-4	-1	9
CHRM4 PAM	5	-3	6	3	-4	3	2	1	-6
M4 ag	0	3	1	0	2	1	0	0	2
CHRM4 antagonist	1	6	2	-4	-2	6	-5	0	2
CRFR2-BP ag	-2.4	0.4	0.5	-0.8	0.0	0.2	-1.8	-0.5	-6.0
M5 antag	-16	10	-1	11	5	-1	-1	-3	9
M1 PAM	17	-3	15	9	2	13	-1	7	-2
CHRM5 PAM	17	-3	-5	-7	0	2	-3	2	-1
M5 ag	-6	-1	-3	-5	-1	-2	0	-10	-1

Remaining list, next part.
nr | SMILES | M1 antag | CHRM4 PAM | M4 ag | CHRM4 antagonist | CRFR2-BP ag | M5 antag | M1 PAM | CHRM5 PAM | M5 ag
31 | CCC1N=C(SC)NC(C)=C1C(=O)c1ccccc1 (centres undefined) | -3 | 3 | 1 | -20 | -5.2 | -12 | 4 | 1 | -5
32 | O=C(COC(=O)COc1ccc(Br)cc1)NC1CCS(=O)(=O)C1 (centres undefined) | -16 | 3 | 1 | -5 | -1.2 | 4 | 9 | 1 | 2
33 | CCN(CC)C(=O)c1cccc(-c2csc(C(C)(NC(C)=O)c3ccc(OC)cc3)n2)c1 (centres undefined) | -11 | 3 | 1 | 5 | · | 0 | 3 | 1 | 1
34 | CCN1CCN(CCOc2ccc(Br)cc2C)CC1 | -2 | -3 | 0 | 5 | 7.3 | 3 | 0 | 4 | -8
35 | CC1=C(C(=O)N2CCCCCC2)CC(CC(=O)NCc2cccs2)C(=O)N1CCC1=CCCCC1 (centres undefined) | · | 9 | 3 | 6 | · | -6 | · | -4 | 1
36 | CCCCN(CC)CCNC(=O)CN(C)S(=O)(=O)c1ccc2c(c1)c(=O)n(C)c(=O)n2C | -2 | 0 | 0 | -3 | 3.0 | -11 | 0 | 0 | -4
37 | CCOc1ccc2nc(SC(C)C(N)=O)[nH]c2c1 (centres undefined) | -6 | -1 | 1 | -9 | 0.6 | 10 | 4 | -6 | -2
38 | CCC(=O)OCC(=O)Nc1ccc2c(c1)OCO2 | -5 | 1 | 0 | 2 | 1.9 | 3 | 7 | 6 | 3
39 | O=C(Nc1cccc2[nH]ncc12)c1ccc(F)cc1 | -2 | 9 | 2 | 5 | -1.6 | 7 | 2 | 1 | -1
40 | O=C(c1cccc(S(=O)(=O)N2CCN(c3ccccc3)CC2)c1)N1CCN(c2ccccc2O)CC1 | -13 | -3 | 3 | -7 | 0.1 | -1 | 5 | 1 | 1
41 | O=C(CN1CCc2cc3c(cc2C1)OCCCO3)Nc1cccc([N+](=O)[O-])c1 | -10 | -2 | 2 | -6 | -3.1 | 9 | 9 | -2 | -7
42 | COc1cc(NC(=O)CCc2nnc3ccc(N4CCCCC4)nn23)cc(OC)c1OC | -11 | 8 | 1 | -9 | -0.1 | 0 | 3 | 1 | -4
43 | COc1ccc(C(=O)CSc2nnc(-c3cc4ccccc4cc3O)n2Cc2ccco2)cc1 | -7 | -11 | 2 | 6 | -0.3 | 10 | 4 | -4 | -2
44 | CCN(CC)CCNC(=S)Nc1ccc2nc(N3CCN(CC)CC3)cc(C)c2c1 | -12 | -2 | 0 | -11 | 5.0 | -6 | 2 | -2 | -8
45 | COc1ccc2cc(C)c3nnc(SCC(=O)Nc4cc(OC)c(OC)cc4C(=O)O)n3c2c1 | 11 | -3 | 0 | 1 | -3.3 | -7 | -9 | 1 | 0
46 | Cc1csc(=O)n1CC(=O)OC(C)C(=O)Nc1ccc(F)c(F)c1F (centres undefined) | -10 | 7 | 1 | -14 | -1.3 | 7 | 7 | 6 | -4
47 | Cc1c(NC(=O)CSc2ccccc2Cl)c(=O)n(-c2ccccc2)n1C | -9 | 3 | 8 | -3 | -0.9 | 2 | 14 | 9 | -1
48 | CC1CCC(C(C)C)C(OCC(O)CNC(C)c2ccccc2)C1 (centres undefined) | 0 | -7 | 22 | -1 | 0.1 | 9 | 1 | 3 | 9
49 | Cc1ccc(S(=O)(=O)N2CCOCC2)cc1C(=O)NCc1ccc2c(c1)OCO2 | 5 | 2 | 1 | -4 | -0.5 | 0 | 9 | -1 | -1
50 | CCOC(=O)c1[nH]c2cc3c(cc2c1NC(=O)CN1CCc2ccccc2C1)OCO3 | 11 | -4 | 5 | 2 | -0.1 | 6 | -2 | -21 | -3
51 | Cc1ccc(C)c(NC(=O)CN(C)C(=O)c2ccc3ncsc3c2)c1 | -4 | 0 | 2 | -1 | 0.0 | -3 | 7 | 0 | 3
52 | Cc1c(C(=O)NCC2CCCO2)oc2c(Cl)cccc12 (centres undefined) | 6 | 6 | 0 | 2 | -2.3 | 6 | -1 | 1 | -3
53 | CCOC(=O)c1c(C)c(C(=O)NCc2cccs2)c(C)n1C | 1 | 8 | 3 | -4 | -1.5 | -3 | 0 | 1 | -2
54 | Cc1csc2nc(CNC(=O)C3CCCCC3)cn12 | 4 | 4 | 0 | 2 | -0.4 | 3 | -1 | -7 | 1
55 | CCOC(=O)C(=O)Nc1cc(C)on1 | -6 | -1 | 0 | -1 | 0.4 | 6 | 6 | 1 | 1
